High-throughput results deposited in PubChem by several laboratories.
PHOSPHO1 block – PHOSPHO1 (human) inhibition. Q8TCT1. recombinant PHOSPHO1, absorbance phosphatase assay. inhibition, % at 13.3 µM. 290,000 compounds, 1.1% hits; in the data active means inhibition above about 60%
Target sequence (Q8TCT1 whole entry, looked up): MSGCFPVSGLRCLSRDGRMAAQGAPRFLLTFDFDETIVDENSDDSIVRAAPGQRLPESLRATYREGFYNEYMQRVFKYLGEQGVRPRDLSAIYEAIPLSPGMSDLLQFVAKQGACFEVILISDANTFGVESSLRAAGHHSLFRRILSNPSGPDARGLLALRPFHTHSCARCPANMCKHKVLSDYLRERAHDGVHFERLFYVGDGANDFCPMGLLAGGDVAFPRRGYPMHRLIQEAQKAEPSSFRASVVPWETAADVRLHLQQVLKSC
VIM-2 inh – inhibitors of Pseudomonas aeruginosa VIM-2 metallo-beta-lactamase | purified VIM-2, nitrocefin hydrolysis, epi-absorbance fluorescence | inhibition, % at 5.6 µM | 290,000 compounds, 0.89% hits;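 active means inhibition above the mean of all tested compounds plus 3 SD, cutoff set per screening run, cut at about 7.5% in these data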;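 further: red hydrolysis product quenches plate fluorescence so inhibitors raise well fluorescence; 0% = enzyme with DMSO and 100% = DMSO without enzyme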
MEKK3 PB1 HTS – MEKK3-MEK5 PB1 interaction, increase or decrease | 290,000 compounds, 1.4% hits | AID 1529 | bead-based flow cytometry, Alexa488-MEK5 binding to MEKK3; actives lie on both sides; 0 = blocked by unlabeled MEK5, 100 = vehicle | binding response (% of control), % at 10 µM;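 active means binding response more than 3 SD above or below the average of its plate-row segment, actives on both sides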;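 further: Alexa488 bead fluorescence after subtracting the streptavidin-only scavenger bead signal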
Target sequence (Q99759 whole entry, looked up): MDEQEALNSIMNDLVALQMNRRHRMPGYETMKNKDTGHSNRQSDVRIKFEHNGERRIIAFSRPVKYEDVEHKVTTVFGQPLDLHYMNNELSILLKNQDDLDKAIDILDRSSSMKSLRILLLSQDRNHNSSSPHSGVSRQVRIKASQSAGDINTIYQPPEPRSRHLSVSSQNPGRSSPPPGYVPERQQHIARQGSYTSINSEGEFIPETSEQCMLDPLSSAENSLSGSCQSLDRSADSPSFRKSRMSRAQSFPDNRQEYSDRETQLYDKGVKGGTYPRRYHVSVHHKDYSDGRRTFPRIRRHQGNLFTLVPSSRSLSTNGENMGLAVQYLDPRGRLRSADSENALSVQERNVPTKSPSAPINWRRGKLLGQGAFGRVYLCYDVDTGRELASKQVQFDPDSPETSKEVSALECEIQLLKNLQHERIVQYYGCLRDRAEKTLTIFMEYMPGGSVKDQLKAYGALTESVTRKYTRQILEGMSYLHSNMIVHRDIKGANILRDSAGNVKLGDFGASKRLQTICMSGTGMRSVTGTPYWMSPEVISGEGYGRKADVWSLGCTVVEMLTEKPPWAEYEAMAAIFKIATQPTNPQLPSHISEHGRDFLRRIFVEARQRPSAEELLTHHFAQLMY
SUMO HTRF inh – blocks human SUMOylation mediated by UBC9 | P63279 | HTRF SUMOylation assay, SAE1/SAE2 + UBC9, in vitro | inhibition, % at 35 µM | 290,000 compounds, 0.36% hits | AID 2006; in the data active means inhibition above about 50%, passing the limit was not always enough; further: strong numbers were not always called active
Target sequence (P63279 whole entry, looked up): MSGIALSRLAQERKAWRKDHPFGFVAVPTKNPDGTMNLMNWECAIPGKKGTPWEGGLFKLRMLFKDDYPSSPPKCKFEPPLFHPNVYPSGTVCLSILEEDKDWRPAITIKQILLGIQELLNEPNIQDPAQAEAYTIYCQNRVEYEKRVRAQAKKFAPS
NS3 helicase inh – HCV NS3 helicase inhibition | NS3 helicase DNA unwinding, Cy5 molecular beacon fluorescence | inhibition, % at 10.9 µM | 290,000 compounds, 0.56% hits | AID 1800;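 active means inhibition above the mean of all tested compounds plus 3 SD, set per campaign, cut at about 35% in these data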;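 further: 0% = DMSO wells and 100% = thioflavine S control wells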
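Assay system – hepatitis C virus NS3 helicase domain fragment enzyme · Buffer or medium – MOPS pH 6.5, MgCl2, DTT, Tween20, BSA · Reagent – Cy5/quencher beacon DNA duplex and ATP to start · Compound – single 10.9 µM dose · Timing – 1 h at 25 °C · Technique – Cy5 beacon fluorescence read at start and 1 h · Measure – % inhibition of unwinding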
DNA FID counter – counter-screen for HCV NS3 helicase inhibitors: DNA intercalator displacement; DNA fluorescent intercalator displacement, fluorescence; inhibition, % at 7.9 µM; 290,000 compounds, 0.17% hits; in the data active means inhibition above about 37%;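 further: 0% = vehicle and 100% = reference compound; higher means more ethidium bromide displaced from hairpin DNA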
pCIP destab – compounds decreasing mouse p/CIP protein stability. 290,000 compounds, 0.01% hits. Q05BA5. F442A p/CIP-EGFP cells, EGFP fluorescence, 16 h. AID 1984. decrease of EGFP signal, % at 10 µM;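 active means EGFP signal decrease of at least 30% at 10 µM or well 3 SD below plate mean, unless failing retest; inactive means the rest, including hits failing retest or dose response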; further: some compounds called inactive have numbers as strong as hits; many of its hits are not listed in these tables
IMP-1 inh – inhibitors of Pseudomonas aeruginosa IMP-1 metallo-beta-lactamase | purified IMP-1, nitrocefin hydrolysis, epi-absorbance fluorescence | inhibition, % at 5.6 µM | 290,000 compounds, 0.45% hits;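 active means inhibition above the mean plus 3 SD of all compounds in the same screening run, cut at about 4.5% in these data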;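 further: 0% = IMP-1 with DMSO and 100% = DMSO wells lacking enzyme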
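system = purified recombinant IMP-1 beta-lactamase | amount = 0.2 nM IMP-1, as dispensed | medium = HEPES buffer pH 7.1 with ZnSO4 and Brij 35 | times = 25 °C, 15 min preincubation, 25 min reaction | detection = plate fluorescence quenching by hydrolysis product, ex 480/em 530 nm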
IDE cell activ – boosts human insulin-degrading enzyme activity in HEK cells; P14735; AID 493087; FAbeta-B cleavage, fluorescence polarization; 0% vehicle, 100% cell-free pure enzyme wells; activation, % at 5.96 µM; 340,000 compounds, 0.073% hits;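 active means activation above the mean of all tested compounds plus 3 SD, set per screening campaign, cut at about 17% in these data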
* hit, by the source's call; · = no result given; & = joins results of further samples; [ ] = dose if it differs, or a comment. Not all compounds are listed; the hit share may differ from the screen's.

SMILES	PHOSPHO1 block	VIM-2 inh	MEKK3 PB1 HTS	SUMO HTRF inh	NS3 helicase inh	DNA FID counter	pCIP destab	IMP-1 inh	IDE cell activ
CC1CCc2nc(N)c(C#N)c(-c3cccnc3)c2C1 (stereo unspecified)	-24	-2.9	103	-13	-5	-9	-1	-1.8	-3
CN(Cc1ccccc1)Cc1c(F)cccc1F	28	-1.4	102	0	-11	3	-14	-1.4	-3
CCc1nnc(NC(=O)c2cccc(S(=O)(=O)N3CCCCC3)c2)s1	-11	-1.6	101	-9	-3	-28	2	-2.3	1
CCOc1ccc(NC(=S)N2CCN(C/C=C/c3ccccc3)CC2)cc1	-12	0.1	81	-8	5	2	-5	-2.2	1
CS(=O)(=O)N(CC(=O)N1CCOCC1)c1ccc2c3c(cccc13)CC2	9	-1.9	107	15	7	-7	0	-1.9	-5
Cc1ccc(S(=O)(=O)N(C)C)cc1NC(=O)C(C)N(C)Cc1sccc1C (stereo unspecified)	37	-1.9	104	4	-11	-31	-15	-4.1	0
O=C(Nc1cc(Sc2nc3ccccc3s2)cc([N+](=O)[O-])c1)c1cccc(F)c1F	-12	-0.8	103	-10	9	0	2	-1.3	-2
CCc1cc2ccc(C)c(C)c2nc1SCC(=O)Nc1cc(C)on1	24	-4.6	100	-6	2	-2	-10	-1.0	-1
OC1CCC(NC(=S)Nc2ccc(SC(F)F)cc2)CC1 (stereo unspecified)	-4	-3.3	102	10	-9	-11	7	-2.5	2
CC[C@@H]1[C@H]2CCCC(=O)N3CC[C@@H](C[C@@H]1Nc1ccccc1)[C@@H]23	-7	-2.3	103	18	-14	-34	-13	-3.4	0
O=C(NCCCN1CCOCC1)c1ccc(Cl)s1	0	-4.9	102	1	-4	2	0	-6.1	5
CCOP(=O)(OCC)C(NC(=O)c1ccc(OC)cc1)c1ccccc1 (stereo unspecified)	-4	-0.9	98	-9	1	-6	-6	-2.3	0
N#C/C(=C\c1ccc(O)c(Br)c1)C(=O)N1CCCCC1	25	-0.2	98	3	-12	-7	5	-0.7	3
CCn1c(SCC(=O)NCc2ccc3c(c2)OCO3)nnc1-c1ccncc1	30	-0.3	98	15	-3	3	-6	-0.6	1
COc1ccc(-n2c(=O)c3c4c(sc3n(CC(=O)Nc3cc(C)[nH]n3)c2=O)CCCC4)c(OC)c1	-19	-3.2	101	-15	3	-35	-6	-1.6	5
CCN=c1scc(-c2ccc3c(c2)NC(=O)CO3)n1N=C1CCCC1	29	-6.5	92	14	1	-8	-6	-2.0	7&-1
O=C(NC1CCN(Cc2ccccc2)CC1)c1ccccc1OCc1ccccc1	3	-0.1	107	3	-13	-5	-2	-2.4	2
COc1ccccc1NC(=O)c1ccc(-n2cccn2)c([N+](=O)[O-])c1	51	-0.6	104	23	14	2	-4	-2.8	0
CCCN1CCN(CCCNC(=O)c2ccc3c(=O)n(CCc4ccccc4)c(=O)[nH]c3c2)CC1	28	0.3	106	9	-66	17	6	-2.4	2
CC(C)(C)C(O)C(Cc1ccccc1Cl)n1cncn1 (stereo unspecified)	·	0.9	102	22	-14	-11	-15	-2.7	2
CCN1CCN(c2cc(C)c3cc(NC(=S)NCCN(C)C)ccc3n2)CC1	19	4.0	106	9	25	49*	-9	-3.1	2
C=CCOc1cccc(CNCc2ccncc2)c1	5	-1.9	103	1	-8	-1	-3	-2.1	0
COc1ccc(CCNC(=O)C2CC(=O)N(CCc3ccccc3)C2)cc1OC (stereo unspecified)	-3	-0.9	97	-11	3	-16	-11	-0.5	1
CCCn1ncc(CN2CCN(CCc3ccccc3)C(CCO)C2)c1C (stereo unspecified)	14	-0.7	101	-2	6	2	15	-1.2	2
CCCNS(=O)(=O)c1ccc(OCC(=O)NCc2ccco2)cc1	18	-3.1	103	0	13	-7	-1	-4.9	4
O=C(CCCc1nc2ccccc2s1)N1CCN(c2ccccc2F)CC1	-12	0.5	96	-1	-1	-31	7	-2.7	-7
COc1ccc2c(c1)c(C(C)=O)c(C)n2CCc1ccccc1	·	-1.3	95	-10	-13	-27	-11	0.2	2
CC(=O)Nc1c2c(nn1-c1ccc(C)cc1)CSC2	17	1.0	99	2	7	-1	5	-2.4	5
COC(=O)c1c(NC(=O)Cc2ccccc2)sc2c1CC(C)(C)NC2(C)C	10	0.1	106	4	-23	16	-4	-1.9	3
Cc1ccc(S(=O)(=O)/N=C(/Nc2nc(C)cc(C)n2)N2CCOCC2)cc1	5	-0.4	93	18	29	-7	-10	-0.2	3
COc1ccc(-c2ccc(-c3noc(C(C)C)n3)c(OC)n2)cc1	-30	-1.9	102	30	-6	-13	-16	-3.0	-2
O=C(NCCCCNC(=O)c1cccnc1)c1cccnc1	37	0.4	100	8	-3	0	-4	-0.4	-1
COc1cccc(N(CC(=O)NCC2CCCO2)C(=O)CCC(=O)Nc2nccs2)c1 (stereo unspecified)	-16	-1.4	105	13	-1	-25	4	-2.5	5
O=C(CSc1nc(-c2ccccc2)cc(=O)[nH]1)NCc1ccc2c(c1)OCO2	9	-4.6	100	14	-1	-4	-13	-0.8	3
COc1ccc(C2NC(=O)NC(C)=C2C(=O)OCC2CCCCC2)cc1OC (stereo unspecified)	11	-2.4	108	16	-7	-40	-6	-1.5	-12
COc1ccc(N2CC(C(=O)NCCc3ccc(OC)c(OC)c3)CC2=O)cc1 (stereo unspecified)	7	-1.9	100	16	3	-9	0	-3.7	1
Cc1ccc(OCc2nnc(SCC(=O)NC3CCCCC3)n2C)cc1	1	·	97	11	·	·	-6	·	8
COc1ccc(OC)c(S(=O)(=O)N2CCC(C(=O)N3CCN(c4ccc(F)cc4)CC3)CC2)c1	42	-1.3	103	-5	-9	-65	-10	-1.4	-11
Cc1cc2c(SCC(=O)NCC3CCCO3)ncnc2s1 (stereo unspecified)	-14	0.7	100	8	6	-7	-8	-0.5	-3
C=CCSc1nc2c(c(=O)[nH]1)C(C(C)C)C(C#N)=C(N)O2 (stereo unspecified)	-1	-2.3	100	-1	2	1	7	0.3	4
Cc1n[nH]c(=O)nc1N/N=C/c1cccs1	20	-5.0	100	-18	6	-3	9	-3.3	5
Clc1ccc(-c2nnc(-c3ccccc3)o2)cn1	·	-1.1	96	12	3	-5	-2	-2.7	2
CCCc1nc(NCc2ccco2)c(C#N)c2c1COC(C)(C)C2	-22	-3.6	92	-12	-5	0	-5	-2.7	3
CSc1nnnn1-c1ccc(C)c(Cl)c1	-10	-0.5	102	2	-6	2	-5	-0.5	2
Cc1c(Cl)cccc1NC(=O)Cn1nnc(C(=O)NCc2cccs2)c1N	37	1.0	104	26	-3	-2	-3	-1.7	2
Cc1cccc(NC(=O)CSc2nc3c(c(=O)[nH]2)CCCC3)c1C	-1	-1.1	95	11	1	-9	-1	2.3	0
Cc1ccc(C(=O)N(CC(=O)NC2CCCC2)c2ccccc2Cl)s1	23	-2.3	99	9	-5	-34	-1	-3.0	-1
CC1=CC(c2ccc(Cl)cc2)n2nc(NC(=O)CCCC(=O)O)nc2N1 (stereo unspecified)	23	0.3	102	21	2	-12	0	-2.9	1
COc1cccc(/C=C/c2nc3c(cnn3-c3ccccc3)c(=O)[nH]2)c1	38	-2.1	87	23	0	-3	-6	-2.1	1
S=C(NCCCN1CCOCC1)Nc1ccc(Cl)c(Cl)c1	14	-3.2	63*[inhibitor]	-5	-27	7	-4	-1.4	3
COc1ccc(C2CC(=O)c3cnn(-c4nc(C)cc(C)n4)c3C2)cc1OC (stereo unspecified)	45	-1.1	106	13	13	-34	-3	-2.4	-4
Nc1cc(Cl)ccc1N1CCCCC1	45	-3.6	102	4	-3	4	-20	-6.4	7
O=c1oc2ccccc2cc1-c1csc(NN=C2CCCCC2)n1	-122	-4.0	116	23	16	-5	-7	-3.0	-2
O=C(Nc1cccc(C(=O)NC2CCCCC2)c1)c1ccccc1	31	-2.5	99	8	-8	-19	-1	-2.0	-3
CCC(=O)c1ccc(OCC(O)CNCc2ccc(F)cc2)cc1 (stereo unspecified)	14	-1.8	99	-7	0	12	-7	-1.9	1
S=C(NCC1CCCCC1)Nc1cccnc1	2	-1.0	99	0	-1	-5	0	-1.4	5
COc1ccccc1OCCNC(=O)C1CCN(C(C)=O)CC1	20	-2.4	100	6	13	-3	-9	-1.4	-4
CCOC(=O)N1CCN(C2=C(NS(=O)(=O)c3ccccc3)C(=O)c3ccccc3C2=O)CC1	13	9.4*	98	35	-12	-1	4	-2.5	1
CCCCN(CC)CCCNC(=O)C1CCN(c2ncnc3c2sc2cccc(F)c23)CC1	-26	30*	102	21	-7	19	-9	0.8	-7
O=C(C1=C(O)C(=O)N(CCc2ccccc2)C1c1cccnc1)c1ccco1 (stereo unspecified)	31	4.0	97	24	6	-29	-17	5.9*	2
Carrying on:
SMILES	PHOSPHO1 block	VIM-2 inh	MEKK3 PB1 HTS	SUMO HTRF inh	NS3 helicase inh	DNA FID counter	pCIP destab	IMP-1 inh	IDE cell activ
Cc1ccc(C(=O)Nc2nc(-c3ccccc3)c(-c3ccccc3)o2)cc1	-12	-2.0	102	-25	-6	-14	-14	0.5	-2
O=C(CN1CCN(Cc2ccccc2Cl)CC1)N/N=C/c1cccs1	20	-2.2	102	11	4	-9	-1	-3.6	·
CCCN1C=CC(=C/C=C(\C#N)C(=O)OCC)C=C1	26	0.5	86	7	-5	4	-182	-0.9	·
O=C1CSC(c2ccccn2)N1c1ccccc1 (stereo unspecified)	-6	-0.5	98	-10	5	2	6	-0.6	-2
COCCNC(=S)N1CCN(c2nc(-c3ccc(Cl)cc3)cs2)CC1	14	-2.5	105	-5	-15	-19	-11	-4.0	-18
CCCN(CCC)S(=O)(=O)c1ccc(NC(=O)c2cc(C(=O)OC)cc([N+](=O)[O-])c2)cc1	31	-2.7	102	-25	-4	-1	3	-1.7	0
CN(C)c1oc(-c2ccccc2Cl)nc1P(=O)(c1ccccc1)c1ccccc1	0	-4.4	100	-2	-5	-32	-2	-3.3	-3
CC(CCc1ccco1)NC(=O)c1cc2c(-c3ccccc3F)nn(C)c2s1 (stereo unspecified)	25	2.5	103	-2	20	-16	2	-2.3	2
N#Cc1c(-c2ccccc2)c(-c2ccccc2)n(Cc2ccco2)c1NC(=O)c1cccs1	2	-3.5	99	-6	-13	-7	5	-2.3	5

As a working copy, five of the compounds above.
SMILES	PHOSPHO1 block	VIM-2 inh	MEKK3 PB1 HTS	SUMO HTRF inh	NS3 helicase inh	DNA FID counter	pCIP destab	IMP-1 inh	IDE cell activ
O=C1CSC(c2ccccn2)N1c1ccccc1 (stereo unspecified)	-6	-0.5	98	-10	5	2	6	-0.6	-2
COCCNC(=S)N1CCN(c2nc(-c3ccc(Cl)cc3)cs2)CC1	14	-2.5	105	-5	-15	-19	-11	-4.0	-18
CCCN(CCC)S(=O)(=O)c1ccc(NC(=O)c2cc(C(=O)OC)cc([N+](=O)[O-])c2)cc1	31	-2.7	102	-25	-4	-1	3	-1.7	0
CN(C)c1oc(-c2ccccc2Cl)nc1P(=O)(c1ccccc1)c1ccccc1	0	-4.4	100	-2	-5	-32	-2	-3.3	-3
CC(CCc1ccco1)NC(=O)c1cc2c(-c3ccccc3F)nn(C)c2s1 (stereo unspecified)	25	2.5	103	-2	20	-16	2	-2.3	2
